Screens: PubChem BioAssay, National Center for Advancing Translational Sciences (NCATS)
12-LOX inh: Primary qHTS assay for inhibitors of human arachidonate 12S-lipoxygenase (ALOX12): Round 2; purified 12hLO, xylenol orange hydroperoxide absorbance; 580,000 tested, 1.1% active; Potency, µM (top dose mostly 108 µM), inactives show top-dose activity change, negative = inhibition, usual class: inhibitors; also: potency is read from the fitted curve at half-maximal effect; % is scaled to controls: 0 for no effect and ±100 for the full control effect
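Purified human 12hLO at 150 nM in 25 mM Hepes, 0.01% Triton X-100, pH 7.0, preincubated 15 min at room temperature with compound. Reaction started with 40 uM arachidonic acid, 30 min at room temperature. Hydroperoxide measured by Fe-xylenol orange, 573/405 nm absorbance ratio.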
Anesthetic bind: qHTS Assay for Identification of Novel General Anesthetics. apoferritin/1-aminoanthracene competitive binding, fluorescence. 350,000 tested, 0.074% active. Potency, µM (doses to about 77.5 µM), without a hit: at the top dose activity change, negative = displacement, usual class: inhibitors. Ferritin light chain (Equus caballus), P02791; also: potency is read from the fitted curve at half-maximal effect; % is scaled to controls: 0 for no effect and ±100 for the full control effect; nearly all actives have a fitted effect of over 20% in size
Target sequence (P02791 2-175 limits assumed): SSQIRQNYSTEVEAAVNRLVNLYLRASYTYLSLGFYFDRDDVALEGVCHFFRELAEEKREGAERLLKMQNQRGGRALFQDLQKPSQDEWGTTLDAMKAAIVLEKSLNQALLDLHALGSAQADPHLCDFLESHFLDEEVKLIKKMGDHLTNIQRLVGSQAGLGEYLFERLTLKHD
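Horse-spleen apoferritin (10 uM) in 50% saturated 1-aminoanthracene in PBS was incubated 10 min at room temperature with compound. Fluorescence (ex 380, em 535 nm) was normalized to free and bound 1-AMA, with concentration-response fitted by a four-parameter Hill equation.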
APE1 inh: qHTS Assay for Inhibitors of the Human Apurinic/apyrimidinic Endonuclease 1 (APE1) | recombinant APE1, TAMRA/BHQ-2 abasic DNA cleavage fluorescence | Potency, µM (highest dose often 65.8 µM), for inactives: at the top dose activity change, negative = inhibition, usual class: inhibitors | AID 2517, 2012 | 350,000 tested, 0.35% active;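 also: potency is read from the fitted curve at half-maximal effect; plate controls were vehicle for no effect and reference inhibitor for full effect; nearly all actives have a fitted effect of over 55% in size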
Target sequence (P27695 whole entry, looked up): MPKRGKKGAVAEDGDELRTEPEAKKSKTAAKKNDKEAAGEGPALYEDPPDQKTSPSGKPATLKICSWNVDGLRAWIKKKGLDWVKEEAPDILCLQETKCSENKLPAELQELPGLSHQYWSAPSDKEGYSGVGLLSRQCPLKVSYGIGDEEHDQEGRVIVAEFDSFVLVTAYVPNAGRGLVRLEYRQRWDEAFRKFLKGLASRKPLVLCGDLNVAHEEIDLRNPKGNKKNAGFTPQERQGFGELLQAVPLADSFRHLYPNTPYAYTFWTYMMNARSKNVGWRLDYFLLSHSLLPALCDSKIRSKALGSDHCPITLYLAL
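Substrate: short duplex with […] THF abasic site, 5'-TAMRA and 3'-BHQ-2, 50 nM final. APE1 at 0.75 nM, preincubated 15 min RT with compound. Fluorescence increase from first to third read measured activity.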
Pol iota inh: qHTS for Inhibitors of Polymerase Iota. Pol iota fluorescent replication assay, 10 min. Potency, µM (highest dose often 115 µM), without a hit: at the top dose activity, negative = inhibition, usual class: inhibitors. 390,000 tested, 1% active. AID 588590, 2011; also: potency is read from the fitted curve at half-maximal effect
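Fluorescent replication assay read twice, at 0 min and 10 min after adding 50 nM (final) substrate. Enzyme (10 nM) and compounds were first incubated 15 min at room temperature; enzyme-free buffer wells were negative controls.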
BLM inh: qHTS Assay for Inhibitors of Bloom's syndrome helicase (BLM); RecQ-like DNA helicase BLM (Homo sapiens), P54132; recombinant BLM DNA unwinding, fluorescence dequenching; Potency, µM (doses to about 56.1 µM), inactives show at the highest dose activity change, negative = inhibition, hits mostly inhibitors; 350,000 tested, 0.2% active; AID 2528, 2010;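 also: potency is read from the fitted curve at half-maximal effect; plate controls were vehicle for no effect and no enzyme for full effect; nearly all actives have a fitted effect of over 35% in size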
TRHR agonist: qHTS for Small Molecule Agonists and Allosteric Enhancers of Human TRH Receptor: Primary Screen for Agonists; Thyrotropin-releasing hormone receptor (Homo sapiens), P34981; TRHR cells, calcium flux fluo-8, FDSS agonist mode; activation, % at 2 µM; 360,000 tested, 0.18% active; in the data active = activation above about 30%; also: 0% is about no effect
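Fluo-8-loaded TRHR cells; 10 s baseline, compound added, kinetic Ca2+ fluorescence read 1/s, agonist mode.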
Pol beta inh: qHTS Assay for Inhibitors of DNA Polymerase Beta; P06746; Pol beta primer extension/strand displacement, fluorescence kinetic; Potency, µM (doses to about 114 µM), for the others: top-dose activity change, negative = inhibition, actives largely listed as inhibitors; 340,000 tested, 1.3% active; also: potency is read from the fitted curve at half-maximal effect; % is scaled to controls: 0 for no effect and ±100 for the full control effect
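Kinetic readout of DNA synthesis with strand displacement by Pol beta. Compound and 10 nM enzyme sit 15 min at room temperature; 50 nM substrate starts the reaction, read immediately and at 10 min.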
ERG-DNA inh: qHTS for Small Molecule Inhibitors of the ERG Ets/DNA interaction; Potency, µM (doses to about 76.9 µM), for inactives: at the top dose FP activity, negative = inhibition, most hits filed as inhibitors; AID 624246, 2012; 370,000 tested, 0.028% active; Transcriptional regulator ERG (Homo sapiens), P11308; fluorescence polarization, His-ERG Ets domain / labelled DNA; active = well fitted inhibition curve with a large enough effect in the polarisation, with a control signal flat; inconclusive = small, poorly fitted or top-dose-only effect, or effect the other way, or a change in a side signal; inactive = no such curve, though single readings can be large or run the other way; the % refers to the polarisation;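 also: polarization taken with two DNA probes labelled with fluorescein and Texas red; potency is read from the fitted curve at half-maximal effect; % of control where 0% means no effect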
Target sequence (P11308 whole entry, looked up, the tested form may be a part): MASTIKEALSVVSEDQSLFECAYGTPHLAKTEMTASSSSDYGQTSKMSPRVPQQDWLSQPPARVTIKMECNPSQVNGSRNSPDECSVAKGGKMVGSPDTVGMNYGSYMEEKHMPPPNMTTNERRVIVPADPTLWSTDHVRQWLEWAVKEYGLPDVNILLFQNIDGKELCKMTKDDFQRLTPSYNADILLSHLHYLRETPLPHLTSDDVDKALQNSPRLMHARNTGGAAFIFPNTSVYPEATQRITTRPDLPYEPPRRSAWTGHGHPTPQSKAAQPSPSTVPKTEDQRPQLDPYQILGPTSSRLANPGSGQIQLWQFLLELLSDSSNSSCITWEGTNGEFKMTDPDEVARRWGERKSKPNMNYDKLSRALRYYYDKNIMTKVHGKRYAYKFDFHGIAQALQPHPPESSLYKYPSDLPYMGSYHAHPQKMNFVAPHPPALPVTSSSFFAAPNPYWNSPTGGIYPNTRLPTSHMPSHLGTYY
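His-tagged ERG Ets domain (1 uM in the protein solution; 300mM KCl, 50mM Tris-HCl, 1mM EDTA, 1mM DTT, pH 7.5) received compound, then a probe mix of 5 nM fluorescein-DNA and 100nM Texas-615-DNA. Fluorescence polarization was read for both dyes.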
Pol kappa inh: qHTS for Inhibitors of Polymerase Kappa; DNA polymerase kappa (Homo sapiens), Q9UBT6; purified Pol kappa, fluorescent DNA synthesis assay, 10 min; Potency, µM (top dose mostly 107 µM), inactives show top-dose activity, negative = inhibition, hits mostly inhibitors; 400,000 tested, 0.53% active; AID 588579, 2011; also: potency is read from the fitted curve at half-maximal effect; % is scaled to controls: 0 for no effect and ±100 for the full control effect
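Enzyme at 10 nM met test compounds for 15 min at room temperature. Substrate addition (50 nM final) began the reaction, which was monitored by fluorescence at 0 and 10 min.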
* = called active by the depositor; i = inactive; ? = inconclusive; / = no result given; & = joins results of further samples; [ ] = remark or other dose. Unless noted, calls follow the shape of the dose curve; as a rule, active = well fitted curve in the direction sought with a large enough effect; inconclusive = small, poorly fitted or top-dose-only effect, or another doubt; inactive = no such curve, though single readings can be large; an effect the other way counts as inactive or inconclusive. This is a subset; the hit share may differ from the screen's.

SMILES | 12-LOX inh | Anesthetic bind | APE1 inh | Pol iota inh | BLM inh | TRHR agonist | Pol beta inh | ERG-DNA inh | Pol kappa inh
CCCCCCc1cc2cc(-c3nnc(-c4ccccc4O)o3)c(=O)oc2cc1O | 10% | -13% | -5% | ? | -8% | 147* | ? | -1% | 0%
O=C(NCc1ccccc1Cl)C1CCCN(S(=O)(=O)c2cccc3nsnc23)C1 (stereo not drawn) | -15%&-5% | 0%&-16% | 1% | 39%&17%[activator] | -3%&-2% | -1.4&-1.2 | 0%&2% | 1% | 0%&-8%
CC(OC(=O)c1ncc(Cl)c(Cl)c1Cl)C(=O)NC1(C#N)CCCCC1 (stereo not drawn) | -23% | / | 37% | 22% | / | -1.3 | / | 0% | -17%
CCc1ccccc1NC(=O)Cn1c(SCc2ccc(F)cc2)nc2ccncc21 | -8% | -10% | / | ? | -12% | 0.4 | -26% | 8% | -17%
CCOc1ncccc1C(=O)OCc1csc(CC(=O)Nc2ccccc2C)n1 | 59%[activator] | / | 10% | 10% | / | -1.4 | / | 17% | 11%
O=C1O/C(=C/c2ccccc2)N=C1c1ccccc1 | -24% | -4% | 14% | 58%[activator] | 2% | 0.2 | 59% | 9% | -11%
CC(C)(C)NC(=O)CSc1nc2scc(-c3ccccc3)c2c(=O)[nH]1 | -8% | -7% | 21% | 6% | -1% | 0.0 | 41% | 7% | -8%
C/C=C/C(=O)OCC(=O)Nc1cc(-c2cc(C)c(C)cc2C)nn1-c1ccccc1 | -7% | -4% | 3% | 22% | -12% | -0.3 | -22% | 9% | -11%[60.1 µM]
N/C(=N\OC(=O)COc1ccc([N+](=O)[O-])cc1)c1ccncc1 | -11% | -3% | -2% | 31%[activator] | 0% | 0.6 | -5% | -9% | 4%
Cc1oc(-c2cc3c(cc2Cl)OCO3)nc1CN1CCCC(C(=O)N2CCOCC2)C1 (stereo not drawn) | -3% | -7% | 26% | -6% | -12% | -0.4 | 19% | 11% | 0%
Cc1c(OCC(=O)NC(Cc2ccc(Cl)cc2)C(=O)O)ccc2c3c(c(=O)oc12)CCCC3 (stereo not drawn) | 0% | -8% | 10% | 12% | 1% | 0.8 | -9% | -4% | 0%
CC(=O)N(CC(=O)O)c1ccccc1C(=O)O | ? | -6% | -2% | -2% | -1% | 0.1 | 13% | -2% | -13%
O=[N+]([O-])c1ccc2nc(-c3ccc(Cl)cc3)n(OCc3ccccc3)c2c1 | ? | ? | -5% | 17% | -4% | 0.5 | 20% | -2% | -4%
COC(=O)[C@H](Cc1ccccc1)NC(=O)NCc1ccc(S(N)(=O)=O)cc1 | 10% | 1% | -1% | 22% | -1% | 0.2 | -26% | -1% | -3%
COCCn1c(SCC(=O)Nc2ccc(C(C)=O)cc2)nc2c([nH]c3ccccc32)c1=O | i | -1% | -1% | 72%[activator] | -9% | 0.6 | ? | 19% | -6%
NNC(=O)CNC(c1ccccc1)c1cc(Br)ccc1NC(=O)c1cccc(Cl)c1 (stereo not drawn) | -2% | -20% | 2% | 10% | -15% | 0.3 | -15% | -2% | -13%
N#Cc1cc2sc3nnc(-c4ccncc4)n3c2cc1C#N | 23% | -2% | -3% | ? | 107%[activator] | -0.2 | -1% | 2% | -4%
COCCNC(=O)c1ccc2c(c1)N(Cc1cc(C)ccc1C)C(=O)c1ccccc1S2=O (stereo not drawn) | -19% | 0% | / | -11% | -9% | 0.9 | 32% | -2% | -8%
Cc1nn(Cc2ccccc2Cl)c(C)c1NC(=O)CSc1n[nH]c(C)c1[N+](=O)[O-] | / | 3% | 1% | / | 0% | 0.3 | 44% | / | /
CC1(C)Oc2ccc3ccc(=O)oc3c2/C(=C/N)C1=O | -6% | -21% | 6% | 15% | -1% | -0.8 | 5% | -3% | 3%

3 records drawn at random from the list so far, as already listed:
SMILES | 12-LOX inh | Anesthetic bind | APE1 inh | Pol iota inh | BLM inh | TRHR agonist | Pol beta inh | ERG-DNA inh | Pol kappa inh
C/C=C/C(=O)OCC(=O)Nc1cc(-c2cc(C)c(C)cc2C)nn1-c1ccccc1 | -7% | -4% | 3% | 22% | -12% | -0.3 | -22% | 9% | -11%[60.1 µM]
Cc1nn(Cc2ccccc2Cl)c(C)c1NC(=O)CSc1n[nH]c(C)c1[N+](=O)[O-] | / | 3% | 1% | / | 0% | 0.3 | 44% | / | /
COCCNC(=O)c1ccc2c(c1)N(Cc1cc(C)ccc1C)C(=O)c1ccccc1S2=O (stereo not drawn) | -19% | 0% | / | -11% | -9% | 0.9 | 32% | -2% | -8%

The results go on.
SMILES | 12-LOX inh | Anesthetic bind | APE1 inh | Pol iota inh | BLM inh | TRHR agonist | Pol beta inh | ERG-DNA inh | Pol kappa inh
Nc1[nH]nc2c1NN(c1ccc(Cl)cc1Cl)N2 | -6% | ? | -2% | 9% | -1% | 0.2 | ? | -8% | -9%
CCOC(=O)c1c(NC(=O)CSc2nnc(-c3ccncc3)n2Cc2ccco2)sc(C)c1C | -5% | -24% | -3% | 14% | -6% | -0.8 | -5% | -1% | -7%
O=C(NC1CC(=O)N(c2ccc(Cl)cc2)C1)C1CCCC1 (stereo not drawn) | -4% | 3% | / | 5% | 2% | 0.1 | 4% | -6% | -3%[60.1 µM]
O=C(CC1C(=O)NCCN1Cc1cccc(Oc2ccccc2)c1)NCCc1cnccn1 (stereo not drawn) | 39%[activator] | -15% | 1% | 10% | -4% | -0.7 | 7% | -2% | -20%
COc1ccc(C(=O)Nc2ccc(S(=O)(=O)N3CCOCC3)cc2)cc1OC | 0% | -16% | 3% | 5% | -3% | / | 24% | 1% | -9%
COc1ccc(C)cc1NC(=O)Cn1c(=O)ccc2cc(S(=O)(=O)N3CCC(C)CC3)ccc21 | -23% | ? | / | 19% | -6% | -0.2 | 0% | -1% | -4%[60.1 µM]
Cn1c(=O)cc(Cl)[nH]c1=O | 13% | -1% | 19% | 10% | 0% | 0.7 | 87% | 51%[activator] | -2%
COc1cc(CCC(=O)Nc2ccc(C)c(S(=O)(=O)N(C)C)c2)cc(OC)c1OC | -10% | -10% | 2% | 19% | 4% | 0.3 | -8% | 7% | -1%
Cc1cc(C)cc(N2C(=O)CC(Cn3nc(C)cc3C)C2=O)c1 (stereo not drawn) | 0% | 0% | -1% | 20% | -1% | 0.1 | -2% | 16% | 7%
CC(=C\c1ccccc1)/C=C1/SC(=S)N(CCCC(=O)O)C1=O | 0% | -5% | -6% | 25µM* | -6% | 0.8 | -15% | 8% | -26%
O=C(c1c(Cl)cccc1Cl)N1CCN(c2ncccn2)CC1 | 7% | 9% | 29% | 19% | -4% | -0.4 | 36% | -2% | 16%
CCOC(=O)C(=Cc1ccc(Br)cc1)C(=O)OCC | 2% | 5% | 0% | ? | -12% | -0.6 | -9% | -6% | -7%
Cc1ccc(C(=O)Nc2ccc3c(c2)n(C)c(=O)c(=O)n3C)cc1 | -14% | 1% | / | 51%[activator] | 2% | -0.6 | ? | -2% | 2%
COc1ccc(-c2noc(CN(C)CCC3CCCCO3)n2)cc1 (stereo not drawn) | 5% | -8% | 7% | 21% | -2% | 0.6 | -19% | 19% | 3%
CCN(CC)S(=O)(=O)c1cc(NC(=O)C(C)N2CCN(c3ccccn3)CC2)ccc1C (stereo not drawn) | -7% | -9% | -5% | -2% | -2% | -0.7 | ? | -2% | -7%
Oc1ccc(/C=N/N2CCN(C3c4ccccc4-c4ccccc43)CC2)cc1 | -8% | -15% | 6% | -23% | -1% | -0.1 | -15% | 7% | 1%
Cc1ccc(NC(=O)CN(C)CC(=O)N(CC(C)C)c2c(N)n(CC(C)C)c(=O)[nH]c2=O)c(C)c1 | 10% | / | -5% | 24% | / | 0.2 | / | 3% | -7%
COc1ccc(N(C)S(=O)(=O)c2cccc(C(=O)NCC(c3ccco3)N3CCCC3)c2)cc1 (stereo not drawn) | -27% | / | -9% | 16% | / | -0.3 | / | -7% | 2%
Cc1onc(-c2c(F)cccc2Cl)c1C(N)=S | -46% | -6% | -2% | 68%[activator] | -1% | 0.4 | 2% | 8% | 4%
CCOC(=O)C1(Cc2cccc(OC)c2)CCN(CCO)CC1 | / | -3% | -4% | 55%[activator] | 2% | -0.7 | 22% | 0% | -6%
COc1ccc(-c2cc(C(=O)Nc3ccc(C(N)=O)cc3)c3ccccc3n2)cc1OC | ? | 5% | -8% | 23% | -1% | 0.3 | ? | 14% | -7%
COc1ccc(COC(=O)C2=C(C)NC(=O)NC2c2cccc(Br)c2)cc1 (stereo not drawn) | -12% | -14% | -11% | -2% | -7% | -1.0 | 15% | -3% | 1%
Cc1cc(Cl)ccc1OCCCC(=O)Nc1cc(S(=O)(=O)N2CCOCC2)ccc1N1CCOCC1 | 6% | / | / | -10% | / | / | / | 9% | -5%
COc1ccc(NC(=O)C2CCCN(S(=O)(=O)c3cnc[nH]3)C2)cc1 (stereo not drawn) | -3% | -6% | -7% | -1% | 0% | 0.8 | 29% | 4% | 6%
CN(CC(=O)Nc1ccccc1Cl)C(=O)c1ccccc1SCC(=O)N1CCCC1 | -6% | / | 8% | 13% | / | -0.3 | / | -7% | -4%
COc1ccc(/C=N/n2c(=O)[nH]c3c([nH]c4ccc(C)cc43)c2=O)cc1CN1CCOCC1 | ? | -12% | 1% | 49%[activator] | -9% | -0.1 | 2% | -2% | 10%
